# Source: PubChem BioAssay (National Center for Advancing Translational Sciences (NCATS))
# TrxR1 inh = inhibitors of rat thioredoxin reductase 1; O89049; recombinant rTrxR1, NADPH fluorescence consumption, selenite substrate; Potency, µM (series often up to 114 µM), without a hit: at the highest dose activity change, negative = inhibition, usual class: inhibitors; 390,000 compounds, 1% hits; further: potency means the concentration at half of the fitted maximal effect; on the % scale 0 is the no-effect control and ±100 the full control effect; nearly all actives have a fitted effect of over 65% in size
# Target sequence (O89049 whole entry, looked up): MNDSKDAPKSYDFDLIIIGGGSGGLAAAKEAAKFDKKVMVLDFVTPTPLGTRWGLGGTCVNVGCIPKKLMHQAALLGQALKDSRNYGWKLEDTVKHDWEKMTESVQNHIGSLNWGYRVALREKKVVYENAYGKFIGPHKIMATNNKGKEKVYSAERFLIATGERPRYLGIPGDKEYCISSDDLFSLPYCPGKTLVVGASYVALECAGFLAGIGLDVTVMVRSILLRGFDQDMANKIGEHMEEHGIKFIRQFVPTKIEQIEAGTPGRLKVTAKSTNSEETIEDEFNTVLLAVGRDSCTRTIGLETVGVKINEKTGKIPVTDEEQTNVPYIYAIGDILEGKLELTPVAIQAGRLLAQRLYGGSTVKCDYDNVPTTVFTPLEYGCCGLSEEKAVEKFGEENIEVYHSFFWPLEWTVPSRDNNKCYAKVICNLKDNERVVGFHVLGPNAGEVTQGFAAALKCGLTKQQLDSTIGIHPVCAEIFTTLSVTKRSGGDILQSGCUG
#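 Rat TrxR1 (90 nM in the dispensed reagent) was pre-reduced with 400 uM NADPH for 5 min at room temperature, then incubated with compound for 15 min. After 400 uM selenite was added, NADPH fluorescence (Ex 340/Em 450 nm) was followed for 8 min.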
# TRHR ag = TRH receptor (human) agonism | P34981 | TRHR cells, calcium flux fluo-8, FDSS agonist mode | activation, % at 2 µM | 360,000 compounds, 0.18% hits | AID 493084; in the data active means activation above about 30%; further: 0% is about no effect
#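 Read-out: compound-evoked intracellular calcium rise in TRHR cells, fluo-8 dye, kinetic FDSS fluorescence at 1 s/cycle following a 10-cycle baseline. Cells cultured overnight before dye loading (30 min–1.5 h, RT).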
# USP1 inh = inhibitors of human USP1/UAF1 deubiquitinase; O94782; recombinant USP1/UAF1, Ub-Rhodamine cleavage fluorescence; Potency, µM (highest dose often 57.1 µM), for inactives: at the top dose activity change, negative = inhibition, usual class: inhibitors; 390,000 compounds, 0.23% hits; further: potency means the concentration at half of the fitted maximal effect; on the % scale 0 is the no-effect control and ±100 the full control effect; nearly all actives have a fitted effect of over 60% in size; inactives centre near -12
#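 USP1/UAF1 complex (1 nM) preincubated 15 min at room temperature with compound, then Ub-Rho substrate (150 nM final) added. Kinetic fluorescence at 480/540 nm over 6 reads at 60 s intervals; 50 mM HEPES pH 7.8, 0.5 mM EDTA, 0.1 mg/ml BSA, 1 mM TCEP, 0.01% Tween-20.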
# D2 antag = antagonizes the human D2 dopamine receptor. AID 485344. inhibition, % at 10 µM. P14416. 340,000 compounds, 2% hits. HEK293 TREx D2 cells, calcium flux, dopamine EC80; in the data active means inhibition above about 30%; further: 0% is about no effect
#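 Tetracycline-induced HEK293 T-REx cells expressing D2 force-coupled to calcium signalling were dye-loaded, exposed to compound for 180 s, then challenged with an EC80 of dopamine; calcium flux was followed kinetically for a further 180 s.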
# TrxR1 substrate = is turned over as a substrate by rat TrxR1; O89049; purified TrxR1 substrate turnover, NADPH consumption readout; Potency, µM (series often up to 114 µM), without a hit: at the top dose activity change, negative = substrate turnover; 390,000 compounds, 0.01% hits; AID 588456; further: potency means the concentration at half of the fitted maximal effect; on the % scale 0 is the no-effect control and ±100 the full control effect; nearly all actives have a fitted effect of over 50% in size
#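 Rat TrxR1, dispensed at 90 nM, was prereduced with 400 uM NADPH (final) for 5 min at ~22 deg C, then incubated with compound 15 min before 400 uM selenite. A first-read NADPH fluorescence drop versus no-compound background flagged substrates.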
# Pin1 inh = inhibitors of human Pin1; Q13526; Pin1 FP peptide displacement, HiFluor488, 10 min; Potency, µM (series often up to 115 µM), for the others: at the top dose activity, negative = inhibition, hits mostly inhibitors; 390,000 compounds, 0.009% hits; AID 504891; active means well fitted inhibition curve with a large enough effect in the polarisation, with a control signal flat, not every such curve was filed as active; inconclusive means small, poorly fitted or top-dose-only effect, or effect the other way, or a change in a side signal; inactive means no such curve, though single readings can be large or run the other way; the % refers to the polarisation; further: potency means the concentration at half of the fitted maximal effect; on the % scale 0 is the no-effect control and ±100 the full control effect
# Target sequence (Q13526 whole entry, looked up): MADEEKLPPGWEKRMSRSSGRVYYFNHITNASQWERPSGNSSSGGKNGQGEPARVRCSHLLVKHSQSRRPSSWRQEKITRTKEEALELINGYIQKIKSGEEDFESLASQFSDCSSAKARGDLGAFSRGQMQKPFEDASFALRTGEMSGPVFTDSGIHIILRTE
# TRHR enhancer = TRH receptor (human) allosteric enhancement; TRHR cells, fluo-8 calcium fluorescence, EC20 TRH enhancement; enhancement, % at 2 µM; 360,000 compounds, 0.66% hits; AID 493056; in the data active means enhancement above about 30%; further: 0% is about no effect
#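 Enhancer read-out: after compound pinning and an initial kinetic agonist-mode read, an EC20 of TRH (10 nM final) was injected and fluo-8 calcium signal (Ex 480/Em 530) followed at 1 s/cycle for 100 cycles in TRHR-expressing cells.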
# mIDH1 inhibitor = human IDH1 R132H inhibition; IDH1-R132H enzyme, NADPH consumption, diaphorase/resazurin fluorescence; Potency, µM (titrated, usually from 76.6 µM), without a hit: at the top dose activity change, negative = inhibition, most hits filed as inhibitors; O75874; 390,000 compounds, 0.093% hits; further: potency means the concentration at half of the fitted maximal effect; on the % scale 0 is the no-effect control and ±100 the full control effect; nearly all actives have a fitted effect of over 65% in size
# Target sequence (O75874 whole entry R132H, stated change not applied): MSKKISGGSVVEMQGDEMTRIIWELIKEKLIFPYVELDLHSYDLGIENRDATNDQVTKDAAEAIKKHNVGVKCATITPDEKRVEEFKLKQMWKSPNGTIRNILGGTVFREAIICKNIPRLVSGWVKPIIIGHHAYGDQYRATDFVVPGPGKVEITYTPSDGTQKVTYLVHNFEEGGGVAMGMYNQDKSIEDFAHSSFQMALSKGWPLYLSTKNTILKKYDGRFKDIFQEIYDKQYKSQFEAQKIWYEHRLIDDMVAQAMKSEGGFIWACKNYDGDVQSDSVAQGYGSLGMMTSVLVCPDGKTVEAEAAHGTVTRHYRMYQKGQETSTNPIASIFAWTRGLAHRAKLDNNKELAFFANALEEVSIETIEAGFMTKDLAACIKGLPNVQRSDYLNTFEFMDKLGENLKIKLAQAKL
#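 IDH1-R132H (0.5 ug/mL) preincubated 30 min with compound, then NADPH (0.016 mM) and alpha-KG (2 mM) added; 80 min at RT, pH 7.5. Remaining NADPH coupled via diaphorase/resazurin to fluorescence (540/590 nm); concentration-response curves normalized to no-enzyme control.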
# D2 agonist = agonists of human D2 dopamine receptor; 340,000 compounds, 0.53% hits; HEK293 T-REx D2 cells, calcium flux agonist mode; P14416; AID 485358; activation, % at 2 µM;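 active means activation over 3 SD above normal in the single-dose calcium agonist read, cut at about 30% in these data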; further: 0% is about no effect
#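 HEK293 Trex D2 cells, tetracycline-induced, o/n 30 C 5% CO2; no-wash Ca dye, RT 30–90 min; 10-cycle baseline, 23 nl cpd added, kinetic Ca read 180 s; agonist hits = positive Ca response.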
# Starred values were filed as active, the others as inactive; ? = inconclusive; . = no result given; [ ] = dose if it differs, or a comment. Unless noted, the call rests on the fitted dose curve; in most records, active means well fitted inhibition curve with a large enough effect; inconclusive means small, poorly fitted or top-dose-only effect; inactive means no such curve, though single readings can be large or run the other way.
# Results follow in this order: TrxR1 inh	TRHR ag	USP1 inh	D2 antag	TrxR1 substrate	Pin1 inh	TRHR enhancer	mIDH1 inhibitor	D2 agonist
1) Cc1cnc(C(=O)OCC(=O)N2C(C)CCCC2C)cn1 (stereo unspecified)
 : 19%	.	-11%	.	2%	1%	.	-4%	.
2) O=C(CSc1nnc(-c2ccccc2Br)o1)Nc1cccc2ccccc12
 : 22%	-0.6	-21%	5	7%	30%	-8	-3%	1.1
3) COc1ccc(CCN2C(=O)c3oc4ccc(F)cc4c(=O)c3C2c2ccc(C(C)(C)C)cc2)cc1 (stereo unspecified)
 : 25%	0.0	-23%	.	4%	2%	3	10%	0.3
4) Cc1ccc(C(=O)NCc2ccc3c(c2)CCN3C(=O)c2ccc(C)cc2)cc1
 : 5%[57.1 µM]	-0.3	-2%	.	-5%[57.1 µM]	?	1	-12%	1.1
5) Cc1ccccc1-c1nnc(CN2CCN(C(=O)c3ccco3)CC2)o1
 : -1%[57.1 µM]	0.8	-2%	.	1%[57.1 µM]	2%	-4	3%	.
6) COc1cccc(/C=N/N2CCN(C3c4ccccc4-c4ccccc43)CC2)c1O
 : 15%	-0.2	-21%	3	1%	12%	-3	6%	0.2
7) CC(C)=CC(=O)OCC(=O)Nc1ccc(Cl)cc1
 : 13%	-1.7	-12%	2	-1%	-4%	-3	-1%	-1.7
8) O=C(Nc1ccc2oc(-c3cccnc3)nc2c1)c1cc2ccccc2o1
 : 3%[57.1 µM]	-0.7	-8%	13	11%[57.1 µM]	3%	-13	0%	-0.5
9) CC(OC(=O)Cc1coc2cc3c(cc12)CCC3)C(=O)NCc1ccc2c(c1)OCO2 (stereo unspecified)
 : 30%[57.1 µM]	0.0	-9%	-19	3%[57.1 µM]	3%	14	6%	0.6
10) Cc1ccc(-n2nc3ccc(NC(=O)c4cc5ccccc5o4)cc3n2)cc1
 : 2%	-0.8	10%	.	17%	8%	-6	-4%	0.1
11) O=C1C2C3C=CC(CO)(O3)C2C(=O)N1c1ccc(-c2ccccc2)cc1 (stereo unspecified)
 : .	1.5	.	12	.	.	-5	.	2.4
12) Cc1cc(F)ccc1S(=O)(=O)N1CCCOC1CNC(=O)C(=O)NC1CCCCC1 (stereo unspecified)
 : 4%	-0.2	-13%	0	-10%	-7%	-1	-6%	0.7
13) Cc1nn(C(C)C(=O)Nc2ccccc2C(F)(F)F)c(=O)c2c1sc1ccccc12 (stereo unspecified)
 : 15%	-0.4	-17%	.	20%	31%[activator]	-6	-1%	-0.8
14) CC(C)C(=O)Nc1cccc(NC(=O)c2ccc([N+](=O)[O-])cc2Cl)c1
 : 0%	-1.1	-20%	39*	-1%	0%	2	1%	-1.2
15) CN(C(=O)COC(=O)c1cc[n+]([O-])cc1)c1ccccc1
 : 11%	1.0	-13%	12	6%	-3%	4	5%	0.4
16) CC(=O)c1ccc(N2CCN(C(=O)/C=C/c3ccc(S(=O)(=O)N4CCOCC4)cc3)CC2)cc1
 : 8%[57.1 µM]	0.1	-5%	50*	-13%[57.1 µM]	-6%	5	6%	0.7
17) CC1CCc2c(nc3ncnn3c2NCCN(C)C)C1 (stereo unspecified)
 : 43%[activator][57.1 µM]	-0.1	-17%	23	-10%[57.1 µM]	-1%	10	3%	-0.2
18) CC1CC(=O)C2=C(C1)OC(N)=C(C#N)C2c1coc2ccccc2c1=O (stereo unspecified)
 : 0%	1.1	-9%	-28	-2%	-1%	2	0%	-0.1
19) COc1ccc(OCC(=O)Nc2ccc3nc(C)sc3c2)cc1
 : 16%[57.1 µM]	-1.2	-12%	-2	9%[57.1 µM]	2%	-1	9%	0.3
20) NS(=O)(=O)c1ccc(-c2ccc(/C=N/NC(=O)c3ccc([N+](=O)[O-])cc3)o2)cc1
 : -5%	-0.5	-1%	5	3%	-1%	0	-2%	0.3
21) Cn1c(NCCN2CCOCC2)nc2c1c(=O)n(Cc1cccc(Cl)c1)c(=O)n2C
 : 0%	0.5	-22%	21	-2%	-3%	3	6%	0.3
22) CCn1c(CSc2nnc(-c3ccncc3)n2C)nc2cc(C(=O)O)ccc21
 : 5%	0.2	-19%	15	9%	?	1	6%	-0.4
23) CCOc1cc(C(=O)NCc2ccc3c(c2)OCO3)cc(OCC)c1OCC
 : 13%	-1.2	1%	0	-3%	8%	23	0%	2.3
24) Cc1cccc(C)c1N1CCN(C(=O)c2ccc3c(c2)OCO3)CC1
 : 5%	1.5	-12%	-9	-3%	-5%	1	1%	-1.5
25) CCCCc1cc(=O)oc2cc(OCC(=O)Nc3ccccn3)ccc12
 : 17%	-0.5	-14%	-10	28%	3%	-2	0%	-0.4
26) CCNc1sc(S(C)(=O)=O)nc1S(=O)(=O)c1ccc(Cl)cc1
 : 17%	-0.3	-17%	.	-1%	-2%	5	9%	.
27) O=C(c1ccc(Cl)cc1)c1cnc(Nc2ccccc2)s1
 : 13%[57.1 µM]	-0.2	-7%	-16	7%[57.1 µM]	8%	2	11%	-0.4
28) CCCc1cc(C(=O)N(C)CC(=O)Nc2ccc(OCC)c(OCC)c2)sc1C
 : 16%[57.1 µM]	-0.7	1%	20	-1%[57.1 µM]	?	-2	-8%	1.1
29) Cc1ncc([N+](=O)[O-])n1CCOC(=O)c1ccc(Cl)cc1Cl
 : 15%	-2.0	-2%	-2	-8%[57.1 µM]	-1%	-7	-2%	-0.4
30) O=C(NC(Cc1cccc(F)c1)C(=O)O)C1CCCCC1 (stereo unspecified)
 : 22%[57.1 µM]	0.3	-3%	6	7%[57.1 µM]	-11%	2	-9%	0.5

# Part of the list above in order of count of non-hydrogen atoms, ascending:
# Results follow in this order: TrxR1 inh	TRHR ag	USP1 inh	D2 antag	TrxR1 substrate	Pin1 inh	TRHR enhancer	mIDH1 inhibitor	D2 agonist
17) CC1CCc2c(nc3ncnn3c2NCCN(C)C)C1 (stereo unspecified)
 : 43%[activator][57.1 µM]	-0.1	-17%	23	-10%[57.1 µM]	-1%	10	3%	-0.2
1) Cc1cnc(C(=O)OCC(=O)N2C(C)CCCC2C)cn1 (stereo unspecified)
 : 19%	.	-11%	.	2%	1%	.	-4%	.
24) Cc1cccc(C)c1N1CCN(C(=O)c2ccc3c(c2)OCO3)CC1
 : 5%	1.5	-12%	-9	-3%	-5%	1	1%	-1.5
18) CC1CC(=O)C2=C(C1)OC(N)=C(C#N)C2c1coc2ccccc2c1=O (stereo unspecified)
 : 0%	1.1	-9%	-28	-2%	-1%	2	0%	-0.1
8) O=C(Nc1ccc2oc(-c3cccnc3)nc2c1)c1cc2ccccc2o1
 : 3%[57.1 µM]	-0.7	-8%	13	11%[57.1 µM]	3%	-13	0%	-0.5
23) CCOc1cc(C(=O)NCc2ccc3c(c2)OCO3)cc(OCC)c1OCC
 : 13%	-1.2	1%	0	-3%	8%	23	0%	2.3
4) Cc1ccc(C(=O)NCc2ccc3c(c2)CCN3C(=O)c2ccc(C)cc2)cc1
 : 5%[57.1 µM]	-0.3	-2%	.	-5%[57.1 µM]	?	1	-12%	1.1
12) Cc1cc(F)ccc1S(=O)(=O)N1CCCOC1CNC(=O)C(=O)NC1CCCCC1 (stereo unspecified)
 : 4%	-0.2	-13%	0	-10%	-7%	-1	-6%	0.7
3) COc1ccc(CCN2C(=O)c3oc4ccc(F)cc4c(=O)c3C2c2ccc(C(C)(C)C)cc2)cc1 (stereo unspecified)
 : 25%	0.0	-23%	.	4%	2%	3	10%	0.3

# More records
# Results follow in this order: TrxR1 inh	TRHR ag	USP1 inh	D2 antag	TrxR1 substrate	Pin1 inh	TRHR enhancer	mIDH1 inhibitor	D2 agonist
31) O=C(O)c1ccc2c3c(ncnc13)-c1ccccc1C2=O
 : 10µM*	2.2	-23%	-4	-13%	?	1	9%	0.9
32) COc1ccc2c(c1OC)C(=O)N(c1ccc3c(c1)CCC3)C2=O
 : 8%	0.2	-16%	1	2%	3%	-4	1%	-1.1
33) Cc1c(Cl)cccc1-c1ccc(C(=O)N2CCN(c3ccc([N+](=O)[O-])cc3)CC2)o1
 : -10%	0.1	-26%	-6	-8%	29%	2	10%	0.3
34) Cc1ccc(CNC(=O)CCNS(=O)(=O)c2ccc(Br)s2)cc1
 : 14%	-0.6	-8%	8	2%	-2%	6	-10%	-0.4
35) Cc1nc2ccccc2c(=O)n1-c1cccc(NS(=O)(=O)c2ccccc2)c1
 : 2%	-1.3	-4%	4	1%	-2%	-2	5%	-1.7
36) CC1=Nn2c(nc3sc4c(c3c2=O)CCCC4)SC1
 : -4%[57.1 µM]	-0.1	-18%	55*	3%[57.1 µM]	-2%	2	6%	-0.3
37) Cc1cc(SCC(=O)c2cccs2)n2nc(C)c(-c3ccc(Cl)cc3)c2n1
 : 16%	-3.3	-3%	-8	4%	11%	29	-3%	-1.6
38) O=C(NCc1ccccn1)C1CCN(S(=O)(=O)c2ccccc2F)CC1
 : 15%	0.2	-16%	1	4%	-4%	-4	-13%	0.3
39) CC(NC(=O)c1ccc(Cn2c(=O)c3cccn3c3cccnc32)cc1)c1ccccc1 (stereo unspecified)
 : 15%	0.0	-1%	.	14%	-4%	-5	11%	.
40) CCCN1C(=O)c2[nH]nc(-c3ccccc3)c2C1c1cccc(O)c1 (stereo unspecified)
 : 6%	-0.3	-19%	.	-2%	?	14	-3%	2.5
41) NC(=O)c1c(NC(=O)c2noc3c2CCCC3)sc2c1CCCC2
 : 8%	-0.6	2%	.	13%	0%	10	11%	-0.2
42) CN1CCCC(OC(=O)c2cc(Cl)cc(Cl)c2)C1 (stereo unspecified)
 : 11%[57.1 µM]	0.4	-14%	22	4%[57.1 µM]	-4%	12	0%	1.7
43) Cc1ncc(CO)c2c1Oc1nc(-c3ccccc3)nc(SCC(=O)Nc3cccc(C(F)(F)F)c3)c1C2
 : -8%	-2.2	17%	.	-2%	13%	6	-14%	-0.5

# Only part of the results is shown, so the mix of outcomes need not match the whole.
